# Screens as filed in PubChem.
# TEAD-YAP inh: TEAD-YAP interaction inhibition | inhibition, % at 9.12 µM | 1.4% of 640,000 active | HEK-TIYL cells, TEAD-Gal4/YAP UAS-luciferase luminescence; in the data active = inhibition above about 32%;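 note: 0% = median of test compound wells and 100% = reference inhibitor wells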
# GPR151 ag: activators of human GPR151; activation, % at 11.2 µM; AID 1508602; Q8TDV0; 1% of 650,000 active; PathHunter beta-arrestin GPR151 cells, luminescence; in the data active = activation above about 4.9%;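 note: 0% = median of compound wells and 100% = cells with positive control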
# FBW7 activator: human FBW7 E3 ligase activation, primary screen; Q969H0; AlphaScreen FBW7–phospho-cyclin E peptide binding, activator screen; normalized activity (activation), % at 26.1 µM; 0.13% of 650,000 active; in the data active = normalized activity above about 1.9%;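 note: purified mutant Fbw7 with reduced substrate affinity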
# Target sequence (Q969H0 whole entry, looked up): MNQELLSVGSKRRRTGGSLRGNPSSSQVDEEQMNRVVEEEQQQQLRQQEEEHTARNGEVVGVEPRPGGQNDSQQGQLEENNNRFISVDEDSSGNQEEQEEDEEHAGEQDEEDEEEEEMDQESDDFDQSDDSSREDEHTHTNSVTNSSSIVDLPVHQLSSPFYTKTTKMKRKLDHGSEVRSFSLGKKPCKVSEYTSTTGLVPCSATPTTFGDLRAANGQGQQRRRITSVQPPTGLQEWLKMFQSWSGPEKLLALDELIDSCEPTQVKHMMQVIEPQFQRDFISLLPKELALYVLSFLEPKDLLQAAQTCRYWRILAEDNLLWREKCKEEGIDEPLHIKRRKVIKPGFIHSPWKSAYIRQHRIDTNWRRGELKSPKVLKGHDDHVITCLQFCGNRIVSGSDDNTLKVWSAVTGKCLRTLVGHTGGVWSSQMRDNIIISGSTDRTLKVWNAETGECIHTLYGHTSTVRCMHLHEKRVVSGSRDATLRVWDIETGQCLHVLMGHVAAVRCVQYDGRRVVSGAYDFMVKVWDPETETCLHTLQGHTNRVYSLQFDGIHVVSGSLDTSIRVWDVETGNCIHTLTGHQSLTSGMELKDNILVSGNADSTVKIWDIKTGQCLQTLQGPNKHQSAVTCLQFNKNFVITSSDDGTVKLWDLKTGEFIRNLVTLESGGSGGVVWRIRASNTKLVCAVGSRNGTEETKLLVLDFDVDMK
# MITF primary: inhibitors of human MITF; AlphaScreen MITF homodimerization, bead proximity signal; inhibition, % at 2.6 µM; 0.91% of 650,000 active; AID 1259374; in the data active = inhibition above about 50%;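 note: 0% = vehicle wells with protein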
# Active calls of the source: *.
SMILES,TEAD-YAP inh,GPR151 ag,FBW7 activator,MITF primary
COc1ccc(C2Nn3c(nnc3-c3ccccc3)SC2C(=O)N2CCOCC2)cc1 (stereo not drawn),-10,0.1,-0.1,-13
COc1ccc(/C=N/NC(=O)C(O)c2ccccc2)cc1Br (stereo not drawn),-15,1.9,1.5,17
CCCCC1CN(CCNC(=O)c2ccccn2)Cc2ccccc2O1 (stereo not drawn),-3,-1.3,0.1,9
COc1cccc(/C=N/NC(=O)COc2ccccc2)c1OC,-5,0.7,0.1,2
CN(Cc1cnccn1)C(=O)CC1C(=O)NCCN1Cc1cccc(F)c1 (stereo not drawn),-4,3.2,0.0,3
CC1=C(C(=O)Nc2cccc(C)n2)C(c2cccc(Oc3ccccc3)c2)C2=C(CC(C)(C)CC2=O)N1 (stereo not drawn),2,-0.6,0.4,12
Cc1cc(C)n2nc(CCc3ccccc3)nc2n1,-6,0.1,0.0,-4
CC(C)COC(=O)c1ccc(NC(=O)c2ccncc2)cc1,33*,0.5,-0.4,8
Cc1oc2c(CN(C)C)c(O)ccc2c(=O)c1-c1cnn(-c2ccccc2)c1,7,-0.5,0.0,-2
Cc1ccccc1S(=O)(=O)NNC(=O)C(=O)NNc1ccccn1,-1,1.2,-0.3,54*
COc1ccc([N+](=O)[O-])cc1NC(=O)c1ccc(N2C(=O)C3C4C=CC(C4)C3C2=O)cc1 (stereo not drawn),2,0.0,-0.1,6
Cc1onc(-c2ccccc2)c1C(=O)N1CCN(c2ncccn2)CC1,7,0.1,-0.1,7
c1cnc(Nc2nc(NC3CC3)c3ncn(C4CCCCC4)c3n2)cn1,42*,4.8,0.1,7
Cc1nnc(SCC(=O)Nc2c(C)cc(Br)cc2C)s1,7,0.3,0.1,9
CCc1nnc(NC(=O)C(C)CC)s1 (stereo not drawn),3,-1.7,0.1,2
CC(=O)c1ccc(NC(=O)CSc2nc3cc4c(cc3cc2C#N)OCCO4)cc1,0,0.7,-0.1,12
CCOC(=O)c1c(NC(=O)COc2ccc(Cl)cc2C)sc(C)c1C,4,0.3,0.1,8
Cc1ccccc1CN1CCN(CC2CC3C=CC2C3)CC1 (stereo not drawn),1,-1.8,-0.3,77*
CC(=O)OC(C#CCN1CCOCC1)(C(C)C)C(C)C,1,1.5,-0.1,2
CC(C)NC(=O)C12CCC(C)(C(=O)C1)C2(C)C (stereo not drawn),-6,-1.4,0.9,-9
Cc1[nH]c2ccc(Cl)cc2c(=O)c1CN1CCCCC1,4,0.2,0.1,6
Cc1ccc(C2CC(c3ccccc3F)n3nnnc3N2)cc1 (stereo not drawn),5,1.1,0.1,1
O=C(C1CCC1)N(c1nnc(-c2ccncc2)s1)C1CCCC1,2,0.8,-0.1,1
CC1CN(C(=O)c2cnc3scc(-c4ccc(Cl)s4)n3c2=O)CC(C)O1 (stereo not drawn),-2,2.2,0.2,2

# Overlap with the part before: 2 compounds, followed by the next part.
SMILES,TEAD-YAP inh,GPR151 ag,FBW7 activator,MITF primary
O=C(C1CCC1)N(c1nnc(-c2ccncc2)s1)C1CCCC1,2,0.8,-0.1,1
CC1CN(C(=O)c2cnc3scc(-c4ccc(Cl)s4)n3c2=O)CC(C)O1 (stereo not drawn),-2,2.2,0.2,2
Cc1ccc(C(=O)COC(=O)C(Cc2c[nH]c3ccccc23)NC(=O)c2ccc(C(C)(C)C)cc2)cc1 (stereo not drawn),0,0.6,0.1,-3
Cc1ccc(-n2c(SCC(=O)O)nc3c(sc(=S)n3-c3ccc(Cl)c(C)c3)c2=O)cc1,6,-1.8,0.0,14
COc1ccc2c(CC(=O)NNC(=O)c3cc(-c4ccccc4)n[nH]3)coc2c1,3,1.7,0.0,6
O=C(O)CCC(=O)Nc1ccc(NC(=O)c2cccs2)c(Cl)c1,7,-2.0,0.1,19
O=C(c1ccc(Br)o1)n1cnc2ccccc21,-10,0.2,0.8,20
Cc1ccc(NC(=O)Cc2c(Sc3ccccc3)c3cc(C)ccc3n2C)cc1,15,0.4,0.2,6
Cc1cc(C)cc(N(C(=O)c2cccc(Cl)c2)C2C=CS(=O)(=O)C2)c1 (stereo not drawn),-4,-0.5,0.1,-6
C=CCn1c(O)c(C2=c3cc(OCC)ccc3=NC2=O)sc1=S,-4,0.4,-0.2,0
CC(C)c1ccc(CNC(=O)C(=O)Nc2nccs2)cc1,-3,1.6,0.1,7
CN(C)C(=O)n1nc2c3c(cccc31)C(=O)c1ccccc1-2,-5,-1.4,0.1,13
Cc1ccc2[nH]c(=O)c(CN(CC3COCCO3)S(=O)(=O)c3ccccc3)cc2c1 (stereo not drawn),19,0.9,0.3,7
COc1cccc(/C=C/C(=O)NNC(=O)CCN2CCN(Cc3ccccc3)CC2)c1,2,2.1,0.1,0
Fc1ccc(NC(=S)Nc2ccc3nccnc3c2)cc1,-5,-2.2,-0.2,15
O=C(CSc1nc2c(c(=O)n1-c1ccc(Br)cc1)SCC2)Nc1nccs1,-2,0.1,-0.1,-6
C=CCNC(=S)NC(=O)c1ccc(C)cc1,-62,-1.2,0.1,-5
CCOc1ccc(NC(=O)Nc2cc3sccc3n2C)cc1,-16,1.6,-0.4,7
CCOC(=O)C1=C(c2ccccc2)N=c2s/c(=C\c3ccc(OCc4ccccc4Cl)c(OCC)c3)c(=O)n2C1c1ccccc1 (stereo not drawn),5,-0.1,0.2,5
CCOC(=O)COc1ccc2c(=O)c(-c3ccc(Cl)cc3)c(C(F)(F)F)oc2c1,2,-0.6,0.0,7
Cc1cccc(C)c1NC(=O)CN1C(=O)c2ccc([N+](=O)[O-])cc2C1=O,2,1.8,0.6,25
COc1ccc(CCC(=O)NCC(c2ccco2)N2CCc3ccccc3C2)cc1 (stereo not drawn),1,-0.7,-0.1,7
COc1cc(C=O)ccc1Oc1ccc(S(=O)(=O)N2CCOCC2)cc1[N+](=O)[O-],-2,1.5,0.0,12
CCCCc1ccc(NC(=O)COc2ccc(Br)cc2)cc1,-6,1.6,0.0,-11
Cc1c(C(=O)N2CCCCC2)sc2nc[nH]c(=O)c12,4,0.7,0.3,3
CCOc1ccc(NC(=O)c2sc3ncnc(N4CCN(c5ccccn5)CC4)c3c2C)cc1,-8,-0.3,0.0,-6
COC(=O)c1ccc2c(=O)n(CCc3ccc(Cl)cc3)c(=S)[nH]c2c1,0,-0.6,-0.1,0
O=[N+]([O-])c1ccc2nc(NCCCO)nc(-c3ccccc3)c2c1,13,-0.8,0.2,23
CCc1ccc(-c2nc3cc(NC(=O)c4ccc(Cl)cc4)ccc3o2)cc1,8,0.1,0.0,4
O=C(C1CCCN1c1nnc(N2CCCC2=O)s1)N1CCN(c2ccccn2)CC1 (stereo not drawn),-7,0.1,-0.2,0
O=C(CSCc1ccccc1)NCCSc1ccccc1,-7,1.5,0.0,8
CCOC(=O)N1CCC(NC(=O)CCN2C(=O)C3C4C=CC(C4)C3C2=O)CC1 (stereo not drawn),-8,1.1,0.0,-4
COc1ccc(C(=O)NNC(=O)COC(=O)COc2ccc3c(C)cc(=O)oc3c2)cc1,1,-1.1,-0.1,-8
CCOc1ccc(N(CCC#N)S(=O)(=O)c2ccccc2[N+](=O)[O-])cc1,-10,-0.7,-0.3,-7
O=C(NC1CCCc2ccccc21)c1sc(=S)n2c1[nH]c(=O)c1ccccc12 (stereo not drawn),17,0.2,0.2,12
O=C(NCCCc1ccccc1)NCCCN1CCN(c2ccccc2)CC1,16,-0.4,0.5,18
FC(F)(F)c1cccc(CNc2nc(N3CCN(c4ccccn4)CC3)nc3c2ncn3-c2ccsc2)c1,-8,3.8,0.1,5
CCOC(=O)c1c(NC(=O)CSc2n[nH]c(-c3ccco3)n2)sc2c1CCCC2,-2,0.6,-0.3,-16
CCOC(=O)c1ccc(Nc2ncnc3nc[nH]c23)cc1,-13,-2.4,-0.1,-2
Cn1c(SCC(=O)Nc2nc(-c3ccccc3)cs2)nnc1-c1ccccc1,1,0.1,0.1,4
O=C(Nc1ccc(F)cc1)c1cccc2c1C(=O)N(Cc1cccnc1)C2,-2,2.1,0.3,7
O=[N+]([O-])c1cccc(C2C=C(c3ccc(Br)cc3)Nc3ncnn32)c1 (stereo not drawn),-12,0.8,0.0,2
CC(=O)Oc1ccccc1C(=O)NC(C)c1ccccc1 (stereo not drawn),12,0.1,0.0,13
COc1ccc(Cl)cc1C(=O)N(CC#N)CC#N,-1,0.0,0.0,2
Cc1cccc(N2C(=O)C3C4C=CC(C5CC45)C3C2=O)c1 (stereo not drawn),-3,0.0,0.1,10
COc1ccc(OCC2c3cc(OC)c(OC)cc3CCN2C(=O)CCC2CCCC2)cc1 (stereo not drawn),-2,0.3,0.0,10
COc1cccc(C(=O)Nc2cc(C)c(C)cc2O)c1,24,-0.6,0.0,5
COc1ccc(F)cc1S(=O)(=O)N1CCN(c2cccc(C)c2C)CC1,8,0.5,0.2,20
COc1ccc(S(=O)(=O)Oc2cccc(/C=C3\SC(=S)NC3=O)c2)cc1,29,-0.3,0.5,5
O=C(Nc1cc(C(F)(F)F)ccc1Cl)c1cccnc1,-1,-1.1,0.0,7
CCC(C)NCCOCCOc1cccc(OC)c1 (stereo not drawn),3,2.3,0.0,42
O=CN1CCCN(C2CCN(c3ccc(CC(=O)NCc4ccccc4)cc3)CC2)CC1,4,0.3,0.1,2
CN(C)c1ccc(CNn2cnnc2SCc2ccccc2F)cc1,-18,0.5,0.1,21
O=C(Nc1ccc2oc(-c3cccc(Cl)c3Cl)nc2c1)c1cccc(Br)c1,-8,-0.7,-0.1,1
CC1=C(C(=O)OCC(C)C)C(c2cccc(OCc3ccccc3)c2)C2=C(CCCC2=O)N1 (stereo not drawn),6,-0.1,0.1,0
O=C(Nc1ccc(Cl)c(Cl)c1)Nc1cc(C(F)(F)F)c[nH]c1=O,8,-0.6,0.3,11
CCc1ccc2nc(N3CCC(C(=O)N4CCN(c5ccccc5F)CC4)CC3)sc2c1,10,2.0,0.0,-4
N#CC1=C(N)N(c2sc3c(c2C#N)CCCCC3)C2=C(C(=O)CCC2)C1c1cccnc1 (stereo not drawn),6,1.2,0.5,14
CCOC(=O)c1ccccc1NC(=O)CN1c2cccc3cccc(c23)S1(=O)=O,-8,0.8,0.2,8
CC(=O)C1=C(C)NC(SCC(=O)Nc2ccc(Br)cc2)=C(C#N)C1CC(C)C (stereo not drawn),-4,-0.1,0.1,2
CC(C)(C)NC(=O)NC(=O)COC(=O)CNC(=O)c1cc(Cl)cc([N+](=O)[O-])c1,-6,-1.3,-0.1,-18
Cc1ccc(-c2ccc(SCC(=O)N3CCC(C)CC3)nn2)cc1,-19,-0.1,0.4,-2
# The list continues.
SMILES,TEAD-YAP inh,GPR151 ag,FBW7 activator,MITF primary
CC(C)N(CCNc1nc(NCCCN2CCCC2=O)nc2c1ncn2-c1ccsc1)C(C)C,7,0.7,0.0,5
Cc1nc2c(o1)NC(N)=C(C#N)C2C(C)C (stereo not drawn),8,1.8,0.1,12
COc1ccc(S(=O)(=O)N2CCSC2c2ccc(OC)c(Br)c2)cc1 (stereo not drawn),-1,-1.0,0.1,4
FC(F)(F)c1cccc(Nc2nc3ccccc3o2)c1,-72,-0.1,-0.1,-3
Cc1cc(OCC(=O)Nc2ccc(C(N)=O)cc2)ccc1Br,-3,1.1,-0.1,9
O=C(Cc1ccc(-c2ccccc2)cc1)NNC(=S)NCc1ccco1,14,-0.5,0.1,23
CCOC(=O)c1c(NC(=O)Cn2c(-n3nc(C)cc3C)nc(CC)cc2=O)sc2c1CCCC2,-3,0.3,0.1,5
CCOC(=O)C1=C(c2ccccc2)N=c2s/c(=C/c3cc4c(cc3Cl)OCO4)c(=O)n2C1c1cccc(OC)c1 (stereo not drawn),-1,0.8,0.7,-2
COc1ccc2c(c1)cc(C(=O)N/N=C/c1c(O)c(C(=O)O)cc3ccccc13)n2C,-17,-1.0,-0.1,4
CN(C)CCCNC(=S)N1CCCN(c2nc3cc4c(cc3cc2C#N)OCO4)CC1,6,1.5,0.2,-8
CCN1CCCC1CNC(=O)CSCc1nc(-c2ccccc2F)oc1C (stereo not drawn),-9,-0.5,0.0,-6
Cc1ccc(-c2nnc3ccc(SCC(=O)Nc4ccc5c(c4)OCCO5)nn23)cc1,-10,-1.2,0.0,6
O=C(Nc1cc(Oc2ccc(Cl)cc2)cc([N+](=O)[O-])c1)c1cc2nc(-c3cccs3)cc(C(F)(F)F)n2n1,1,-0.8,0.6,18

# By substructure: the entries above with an NH in an aromatic ring
SMILES,TEAD-YAP inh,GPR151 ag,FBW7 activator,MITF primary
Cc1[nH]c2ccc(Cl)cc2c(=O)c1CN1CCCCC1,4,0.2,0.1,6
Cc1ccc(C(=O)COC(=O)C(Cc2c[nH]c3ccccc23)NC(=O)c2ccc(C(C)(C)C)cc2)cc1 (stereo not drawn),0,0.6,0.1,-3
COc1ccc2c(CC(=O)NNC(=O)c3cc(-c4ccccc4)n[nH]3)coc2c1,3,1.7,0.0,6
Cc1ccc2[nH]c(=O)c(CN(CC3COCCO3)S(=O)(=O)c3ccccc3)cc2c1 (stereo not drawn),19,0.9,0.3,7
Cc1c(C(=O)N2CCCCC2)sc2nc[nH]c(=O)c12,4,0.7,0.3,3
COC(=O)c1ccc2c(=O)n(CCc3ccc(Cl)cc3)c(=S)[nH]c2c1,0,-0.6,-0.1,0
O=C(NC1CCCc2ccccc21)c1sc(=S)n2c1[nH]c(=O)c1ccccc12 (stereo not drawn),17,0.2,0.2,12
CCOC(=O)c1c(NC(=O)CSc2n[nH]c(-c3ccco3)n2)sc2c1CCCC2,-2,0.6,-0.3,-16
CCOC(=O)c1ccc(Nc2ncnc3nc[nH]c23)cc1,-13,-2.4,-0.1,-2
O=C(Nc1ccc(Cl)c(Cl)c1)Nc1cc(C(F)(F)F)c[nH]c1=O,8,-0.6,0.3,11
